Assay outcomes (PubChem)
D2 ag – activates the human D2 dopamine receptor; activation, % at 2 µM; P14416; HEK293 T-REx D2 cells, calcium flux agonist mode; 340,000 tested, 0.53% active;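 active means activation over 3 SD above normal in the single-dose calcium agonist read, cut at about 30% in these data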; further: 0% is about no effect
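In this primary screen, compounds producing a positive calcium signal within 180 s of addition to tetracycline-induced, force-coupled HEK293 Trex D2 cells are flagged; cells are dye-loaded with a no-wash calcium kit beforehand.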
D1 ag – human D1 receptor agonism; HEK293 T-REx D1 cells, calcium flux, agonist mode; activation, % at 2 µM; 360,000 tested, 1% active; further: 0% is about no effect
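Agonism was scored from calcium flux recorded over 180 s (1 read/s) after pintool compound addition, following a 10-cycle baseline. Cells were inducible force-coupled HEK293 TREx D1, plated overnight at 30 C and loaded with no-wash calcium dye.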
D1 potentiator – potentiators of human D1 dopamine receptor; AID 504651; potentiation, % at 10 µM; 360,000 tested, 0.036% active; HEK293 TREx D1 cells, calcium flux, dopamine EC20 potentiation; P21728; in the data active means potentiation above about 30%; further: 0% is about no effect
D1 antag – antagonists of human D1 dopamine receptor; HEK293 TREx D1 cells, calcium flux, dopamine EC80; hits give low values; activity change, negative = inhibition, % at 10 µM; 360,000 tested, 3.2% active; AID 504652; P21728; in the data active means activity change below about -30%; further: on the % scale 0 is the no-effect control and ±100 the full control effect
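Using tetracycline-induced force-coupled D1 Hek293 cells and a calcium dye, signals were followed for 180 s after compound, then for 180 s after EC80 dopamine, to detect inhibitors.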
RXFP1 antag – blocks the human relaxin receptor RXFP1 | HEK293-RXFP1, relaxin-stimulated cAMP HTRF, 30 min; hits give low values | activity change, negative = inhibition, % at 57.5 µM | 350,000 tested, 0.59% active;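 active means activity change of -60% or lower, but not beyond a set lower limit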; further: on the % scale 0 is the no-effect control and ±100 the full control effect
Target sequence (Q9HBX9 whole entry, looked up): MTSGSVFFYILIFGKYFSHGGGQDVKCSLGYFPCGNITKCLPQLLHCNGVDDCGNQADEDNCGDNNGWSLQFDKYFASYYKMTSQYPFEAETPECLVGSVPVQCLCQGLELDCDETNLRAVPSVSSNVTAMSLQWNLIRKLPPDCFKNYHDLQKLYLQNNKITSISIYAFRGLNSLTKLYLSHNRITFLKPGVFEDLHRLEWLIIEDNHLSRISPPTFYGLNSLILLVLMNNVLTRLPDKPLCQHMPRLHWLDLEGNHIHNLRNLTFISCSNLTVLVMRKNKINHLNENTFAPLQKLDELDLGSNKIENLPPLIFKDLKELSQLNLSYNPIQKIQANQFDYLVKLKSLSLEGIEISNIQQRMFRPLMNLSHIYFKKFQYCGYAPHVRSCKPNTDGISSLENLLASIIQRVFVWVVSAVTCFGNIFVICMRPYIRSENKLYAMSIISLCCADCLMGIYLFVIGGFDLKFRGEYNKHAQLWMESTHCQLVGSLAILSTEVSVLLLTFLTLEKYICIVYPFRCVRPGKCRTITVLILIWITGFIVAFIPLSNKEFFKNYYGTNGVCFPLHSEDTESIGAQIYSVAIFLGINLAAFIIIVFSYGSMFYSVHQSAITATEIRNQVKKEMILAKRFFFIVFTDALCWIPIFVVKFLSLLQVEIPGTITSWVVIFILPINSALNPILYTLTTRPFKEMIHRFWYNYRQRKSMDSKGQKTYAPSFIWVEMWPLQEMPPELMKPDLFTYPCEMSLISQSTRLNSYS
TRHR ag – agonists of human TRH receptor; P34981; TRHR cells, calcium flux fluo-8, FDSS agonist mode; activation, % at 2 µM; 360,000 tested, 0.18% active; AID 493084; further: 0% is about no effect
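Read-out: compound-evoked intracellular calcium rise in TRHR cells, fluo-8 dye, kinetic FDSS fluorescence at 1 s/cycle following a 10-cycle baseline. Cells cultured overnight before dye loading (30 min–1.5 h, RT).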
D2 antag – antagonists of human D2 dopamine receptor. P14416. HEK293 TREx D2 cells, calcium flux, dopamine EC80. inhibition, % at 10 µM. 340,000 tested, 2% active; in the data active means inhibition above about 30%; further: 0% is about no effect
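HEK293 T-REx D2 cells, tet-induced, calcium dye no-wash. Cpd pintool add, 180 s kinetic, then EC80 DA, 180 s kinetic. Ca flux read.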
D2 potentiator – positive allosteric modulators of human D2 dopamine receptor | potentiation, % at 10 µM | HEK293 T-REx D2, calcium flux, EC20 dopamine potentiation | 340,000 tested, 0.34% active | P14416;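 active means potentiation over 3 SD above the plate norm, cut at about 30% in these data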; further: 0% is about no effect
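Primary screen. Calcium kinetics in induced HEK293 T-REx D2 cells: compound pre-addition 180 s, EC20 dopamine, 180 s more.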
TRHR PAM – allosterically enhances the human TRH receptor; P34981; TRHR cells, fluo-8 calcium fluorescence, EC20 TRH enhancement; enhancement, % at 2 µM; 360,000 tested, 0.66% active; in the data active means enhancement above about 30%; further: 0% is about no effect
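Enhancer read-out: after compound pinning and an initial kinetic agonist-mode read, an EC20 of TRH (10 nM final) was injected and fluo-8 calcium signal (Ex 480/Em 530) followed at 1 s/cycle for 100 cycles in TRHR-expressing cells.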
Numbers without * were called inactive; · = not tested or not shown. Unless noted, no stated cut-off is given here; in the data, active means activation above about 30%; inactive means the rest.

Below each compound – TRHR PAM, D2 potentiator, D1 antag, RXFP1 antag, TRHR ag, D1 potentiator, D2 antag, D2 ag, D1 ag
CC(C)NC1CS(=O)(=O)CC1O (centres undefined)
→ -15.3, 3.8, -10.0, 10.1, -0.2, -2.4, 8.3, -0.1, 1.2
CCOc1ccc(NC(=O)c2oc(=O)c3ccccc3c2-c2ccc(C)cc2)cc1
→ 17.3, -9.3, -15.2, -7.6, 0.6, -0.4, ·, 1.1, 8.2
O=C(CSc1cn(CCNC(=O)c2ccccc2F)c2ccccc12)Nc1ccc2c(c1)OCCO2
→ -8.6, 17.9, 2.5, ·, -0.6, -4.2, ·, 0.7, 1.1
CCCCC(=O)NC(=S)Nc1ccccc1C(=O)Nc1ccccc1
→ -6.6, -4.3, -25.9, -22.7, -0.4, -3.6, 3.9, -0.7, 1.3
COc1ccc(Nc2c(-c3ccc(OC)cc3)nc3cnccn23)cc1
→ 34.2*, 1.8, 3.9, 0.0, -1.4, -2.8, -3.9, -0.4, -1.0
CC(=O)N1CCc2[nH]c3ccccc3c2C1
→ -2.7, 0.0, -13.4, 7.7, 1.0, 2.0, -27.2, 0.3, -0.7
Cn1c2ccccc2c2c(C(=O)O)cn(C3CCCC3)c(=O)c21
→ -5.4, -5.2, 8.1, ·, -0.1, ·, -4.4, -0.1, -0.5
CSc1nc(NC(C)(C)C)nc(N2CCOCC2)n1
→ 0.0, -0.2, -4.5, -5.7, -0.5, -4.8, -8.8, 0.4, -1.4
Cc1oc2cc3oc(=O)c4c(c3cc2c1C)CCC4
→ -7.8, -0.8, -22.4, -10.1, 0.5, -9.2, -4.0, 1.0, 1.8
Cc1ccccc1-n1c(=O)n(CCc2ccccc2)c(=O)c2[nH]cnc21
→ 2.4, 9.8, 0.7, 2.9, -1.0, -0.8, -10.9, -0.3, 1.8
CCOc1ccc(NC(=O)CN2CCN(CC(=O)Nc3ccc(F)cc3)CC2)cc1
→ 6.8, 0.7, 12.3, -7.0, -1.2, -9.8, -0.9, -0.7, 1.0
CCOc1ccc(-c2nnc(NC(=O)Cc3ccc(OC)cc3)o2)cc1
→ -0.9, -7.7, 7.3, 4.5, 0.0, -7.0, 35.0*, 0.0, 1.5
CCCn1nnnc1SCC(=O)Nc1cccc(NC(=O)c2ccco2)c1
→ 4.5, 0.3, -9.5, -1.3, 0.3, -4.8, 13.9, 1.0, 1.8
Fc1ccc2nc(C3CCCCN3Cc3nc(CC4CC4)no3)[nH]c2c1 (centres undefined)
→ -6.2, -2.8, -10.6, -5.6, 1.1, -1.9, -2.3, -0.7, 1.5
CC(=C/C(=O)O)/C(=C/c1ccccc1)C(=O)O
→ 17.0, ·, 7.6, -5.8, 0.7, 28.4, ·, ·, 3.2
Cc1c(/C=N/N2C(=O)C3C4C=CC(C4)C3C2=O)c2ccccc2n1C (centres undefined)
→ 8.1, -4.5, 5.9, ·, -1.6, -3.1, -1.1, -0.7, 0.6
CCCNC(=O)COc1coc(CN2CCN(c3ccc(F)cc3)CC2)cc1=O
→ -2.4, 1.0, 2.2, 7.8, 0.7, 0.8, 3.0, 0.7, 0.8
COc1ccccc1NC(=O)Cc1cccs1
→ 0.2, -2.4, -12.9, 13.4, 0.4, 6.6, -20.6, 0.4, 0.6
COc1ccccc1C(=O)Nc1ccnn1C1CCN(CCCc2ccccc2)CC1
→ -0.9, -10.3, 0.5, -15.4, 0.2, -3.2, 32.8*, 23.7, 5.2
O=C(Nc1cccnc1)Nc1ccc(Cl)cc1Cl
→ 6.0, 0.3, -15.6, 1.2, 0.0, -1.4, -30.7, 0.8, 0.6
O=P1(O)C=C(c2ccccc2)OC(c2ccccc2)=C1
→ -1.6, 11.2, 3.1, 2.7, 0.8, 7.8, ·, ·, 1.4
COc1ccc(CNC(=O)C2CCN(S(=O)(=O)c3cccc4cccnc34)CC2)cc1
→ 8.2, 2.2, -2.0, ·, -0.3, -4.8, -26.6, 0.3, -3.3
CCOC(=O)COc1ccc(C(=O)Nc2cccc(Cl)c2C)cc1
→ 19.1, 10.0, -11.6, -24.0, 1.0, 3.0, 6.1, 0.6, 1.9
CCOc1cc(/C=N/n2cnnc2)ccc1OC(=O)c1cccc([N+](=O)[O-])c1
→ -0.1, -3.7, -22.2, 8.8, 0.3, -6.3, -20.7, 0.1, 2.2
O=C1CC(c2ccccc2C(F)(F)F)c2c(c3ccccc3[nH]c2=O)O1 (centres undefined)
→ 0.2, -9.8, 1.4, ·, 1.1, 4.1, ·, 0.2, -1.3
CCn1c2c(c(=O)n3ncc(C(=O)Nc4ccc(C(=O)OC)cc4)c13)CN(Cc1ccc(OC)cc1)CC2
→ -1.4, -0.4, -16.4, -18.5, -0.1, -1.0, ·, -0.5, 1.7
Cc1ccc2nc(NC(=O)CSc3nc(=O)n(CCCN(C)C)c4c3CCC4)sc2c1
→ 4.2, -9.2, -20.7, -10.8, 0.2, -4.7, 7.6, 0.4, -0.2
COc1cc2c(cc1Cl)/C(=C\CCN(C)C)c1ccccc1S2
→ -1.1, -22.4, -40.9*, ·, 0.2, -4.7, 36.5*, 2.0, 14.0
COc1cccc(C=O)c1OCCCOc1cccc2cccnc12
→ -10.9, 11.0, -3.0, 2.3, 3.1, -0.5, -3.1, 1.2, 10.5
CC(C(=O)N1CCc2ccccc21)N1CCN(S(=O)(=O)c2cccc(C(F)(F)F)c2)CC1 (centres undefined)
→ -2.2, 5.7, -8.9, 4.0, -0.7, 2.5, 6.1, -0.2, 3.4

Ordered by number of heavy atoms (smallest number first): some entries from above
Below each compound – TRHR PAM, D2 potentiator, D1 antag, RXFP1 antag, TRHR ag, D1 potentiator, D2 antag, D2 ag, D1 ag
Cc1c(/C=N/N2C(=O)C3C4C=CC(C4)C3C2=O)c2ccccc2n1C (centres undefined)
→ 8.1, -4.5, 5.9, ·, -1.6, -3.1, -1.1, -0.7, 0.6
COc1ccc(Nc2c(-c3ccc(OC)cc3)nc3cnccn23)cc1
→ 34.2*, 1.8, 3.9, 0.0, -1.4, -2.8, -3.9, -0.4, -1.0
CCOc1cc(/C=N/n2cnnc2)ccc1OC(=O)c1cccc([N+](=O)[O-])c1
→ -0.1, -3.7, -22.2, 8.8, 0.3, -6.3, -20.7, 0.1, 2.2
CCOc1ccc(NC(=O)CN2CCN(CC(=O)Nc3ccc(F)cc3)CC2)cc1
→ 6.8, 0.7, 12.3, -7.0, -1.2, -9.8, -0.9, -0.7, 1.0
Cc1ccc2nc(NC(=O)CSc3nc(=O)n(CCCN(C)C)c4c3CCC4)sc2c1
→ 4.2, -9.2, -20.7, -10.8, 0.2, -4.7, 7.6, 0.4, -0.2

Following part.
Below each compound – TRHR PAM, D2 potentiator, D1 antag, RXFP1 antag, TRHR ag, D1 potentiator, D2 antag, D2 ag, D1 ag
CCOC(=O)/C(=C\c1ccc([N+](=O)[O-])o1)NC(=O)c1ccccc1
→ -7.3, ·, -36.1*, 8.7, 2.5, -3.0, ·, ·, 26.9
O=C(Nc1ccc(-c2nc3ccccc3o2)cc1)c1cccnc1
→ -5.6, 10.2, -1.3, 0.1, 0.9, 1.9, 4.4, -0.3, 3.7
Cc1ccc(S(=O)(=O)N2Cc3ccccc3CC2C(=O)Nn2cnnc2)cc1 (centres undefined)
→ 1.9, -0.2, -2.6, 4.1, -0.3, -6.2, 8.6, 1.4, 4.2
CS(=O)(=O)N1CCN(c2ccccc2NC(=O)CSc2nnc(-c3ccco3)o2)CC1
→ -6.2, 6.9, -11.8, -6.4, -0.1, 0.2, 8.3, 1.8, -0.3
CCCc1nnc(NC(=O)CCC(=O)N2CCN(Cc3ccc(C)cc3C)CC2)s1
→ 3.8, 11.9, -2.4, 17.6, -0.1, -0.2, -7.7, -1.0, 6.5
CCC(C)c1ccc(NC(=S)N2CCN(c3ccccn3)CC2)cc1 (centres undefined)
→ -2.1, -5.4, -8.9, -4.2, -0.8, -8.7, 19.5, 30.3*, 3.1
Cc1cccc(C(=O)Nc2cc(-c3nc4cccnc4s3)ccc2C)c1
→ 11.5, 6.5, 7.3, -19.9, -0.1, -2.8, ·, -0.2, 0.8
CCn1c(=O)c2c(nc(SCC(=O)N3CCC(C)CC3)n2C)n(C)c1=O
→ -12.4, ·, 2.7, -1.7, 0.6, -1.2, 8.9, -3.3, -0.7
O=C(CCn1c(=O)oc2ccccc21)NCCCN1CCOCC1
→ 5.1, ·, -5.3, -5.2, 0.7, -0.4, -3.6, 0.5, 0.1
COc1ccccc1NS(=O)(=O)c1cc(NC(=O)CCC2CCCC2)ccc1N1CCOCC1
→ -2.0, -9.1, 6.2, 2.0, -0.4, -2.4, -4.7, 3.3, 16.9
CC(=O)N1CCN(CC(=O)Nc2ccc(SC(F)F)cc2)CC1
→ 5.3, 4.9, 8.0, -24.7, 0.7, -4.8, -4.4, -0.4, 2.1
CCC(C)c1ccccc1N1CC(C(=O)Nc2cccc(S(=O)(=O)N3CCOCC3)c2)CC1=O (centres undefined)
→ -1.0, -9.9, 9.7, -13.0, 0.4, 23.6, -5.1, -0.7, 3.6
CN1C=CC(=CC=C2C=CC(=O)C=C2)C=C1
→ -14.9, 14.1, -12.1, 1.4, 2.8, -0.4, -5.6, 0.8, 3.9
O=C(O)c1cccc(NC2=C(Cl)C(=O)c3ccccc3C2=O)c1
→ -0.1, -2.9, -1.1, -20.0, -0.4, -10.2, ·, ·, 0.8
CCCOc1ccc(C(=O)Nc2cc3c(cc2N2CCOCC2)n(C)c(=O)n3C)cc1
→ 0.7, -0.6, 2.1, -13.1, -0.6, 2.4, ·, -0.1, -0.1
CCCSc1n[nH]c(NC(C)=O)n1
→ 1.3, -12.9, -5.0, ·, -0.1, -1.9, 8.9, 0.1, 2.4
Cc1cc(C)n(-c2c(C)[nH]c3ccccc23)n1
→ -3.4, 8.4, -15.2, -12.9, 0.6, -2.5, -3.8, 0.6, 6.1
O=C(NNC(=O)c1cccnc1SCc1cccc([N+](=O)[O-])c1)c1ccc(F)cc1
→ 1.9, -8.4, 0.6, ·, -1.8, 2.5, 1.2, -0.8, -0.8

Structures above marked active in D1 antag:
Molecule,TRHR PAM,D2 potentiator,D1 antag,RXFP1 antag,TRHR ag,D1 potentiator,D2 antag,D1 ag
COc1cc2c(cc1Cl)/C(=C\CCN(C)C)c1ccccc1S2,-1.1,-22.4,-40.9*,·,0.2,-4.7,36.5*,14.0
CCOC(=O)/C(=C\c1ccc([N+](=O)[O-])o1)NC(=O)c1ccccc1,-7.3,·,-36.1*,8.7,2.5,-3.0,·,26.9

Outcome played no part in choosing rows. About 7.1% of those tested had a hit in this group.
